# Hck-Nef inh – inhibitors of human Hck kinase activated by Nef; P08631; Recombinant Hck-YEEI plus Nef, Z-Lyte FRET kinase assay; inhibition, % at 20 µM; hit rate 0.68% among 220,000; AID 463187;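 active means Hck-Nef kinase inhibition above about 50%, limit read from the data; inactive means inhibition below that limit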;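 further: 0% = DMSO with Hck plus Nef and 100% = Hck alone without Nef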
# FXIIa inh 1536 – inhibitors of human coagulation factor XIIa | inhibition, % at 5 µM | hit rate 0.3% among 220,000 | purified FXIIa, Boc-QGR-AMC fluorogenic substrate, 2 h | P00748 | AID 800; in the data active means inhibition above about 40%;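 further: 0% = enzyme with no compound and 100% = blank without enzyme; many of its hits are not listed in these tables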
# Rad51 HR inh – Rad51 (human) homologous recombination inhibition; hRad51 DNA strand exchange, fluorescence dequenching; inhibition, % at 10 µM; Q06609; hit rate 0.085% among 200,000;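 active means inhibition above 40% at the single screening dose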;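 further: 0% = DMSO control wells and 100% = blanks with heterologous ssDNA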
#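 Test system: preformed human Rad51 ssDNA filaments. Compound dosing: single dose, 10 µM final compound. Incubation: filaments 15 min 37 °C, then compound 30 min. Technique: FRET fluorescence dequenching, excitation 485 nm, emission 520 nm. Read-out basis: percent inhibition from fluorescence, normalised to plate control and blank means. Benchmarks: plate controls and plate blanks.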
# FXIa inh 1536 – factor XIa (human) inhibition. P03951. purified FXIa, Boc-Glu-Ala-Arg-AMC fluorogenic substrate. inhibition, % at 5 µM. hit rate 0.14% among 220,000;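 active means inhibition of at least 40%; inactive means inhibition below 40%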;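 further: fluorescence of freed AMC excited at 355 nm; 0% = enzyme without compound and 100% = no enzyme blank; many of its hits are not listed in these tables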
# Target sequence (P03951 19-387 limits assumed): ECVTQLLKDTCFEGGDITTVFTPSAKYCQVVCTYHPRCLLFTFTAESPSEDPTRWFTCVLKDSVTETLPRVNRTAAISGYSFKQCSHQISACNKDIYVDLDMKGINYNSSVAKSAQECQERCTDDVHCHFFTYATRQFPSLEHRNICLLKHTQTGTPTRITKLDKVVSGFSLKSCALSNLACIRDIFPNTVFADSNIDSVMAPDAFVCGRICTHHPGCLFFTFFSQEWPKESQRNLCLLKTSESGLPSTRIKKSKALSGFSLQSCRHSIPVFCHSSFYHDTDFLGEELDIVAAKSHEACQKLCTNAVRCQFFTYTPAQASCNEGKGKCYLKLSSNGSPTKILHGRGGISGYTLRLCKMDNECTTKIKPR
# Target sequence (P03951 388-625 limits assumed): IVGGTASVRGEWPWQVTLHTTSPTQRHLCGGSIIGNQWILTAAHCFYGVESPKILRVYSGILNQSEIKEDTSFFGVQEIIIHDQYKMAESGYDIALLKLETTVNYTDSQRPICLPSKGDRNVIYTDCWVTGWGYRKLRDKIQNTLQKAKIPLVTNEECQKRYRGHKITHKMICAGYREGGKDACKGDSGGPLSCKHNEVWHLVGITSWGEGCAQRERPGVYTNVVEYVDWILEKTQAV
# L929 necroptosis – blocks zVAD induced death of L929 cells | L929 zVAD necroptosis rescue, ATP luminescence, 24 h; with zVAD 60 µM | viability rescue, % at 10 µM | hit rate 0.38% among 220,000;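 active means activation, scaled between plate controls, above about 75%, limit read from the data; inactive means activation under that limit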;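 further: 0% = zVAD with DMSO and 100% = DMSO alone without zVAD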
# Thrombin inh – blocks human thrombin protease activity | alpha-thrombin, Boc-VPR-AMC fluorogenic substrate cleavage | P00734 | hit rate 0.26% among 220,000 | inhibition, % at 5 µM;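 active means inhibition at or above 40%; inactive means inhibition below 40%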;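 further: 0% = enzyme with no compound and 100% = wells without enzyme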
#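 Test system: human alpha-thrombin protein / Dosing: one concentration per compound, 5 µM, with 0.2% DMSO / Medium: pH 7.5 Tris-saline with Tween 20 / Benchmarks: no-compound enzyme wells and no-enzyme blanks / Read-out basis: percent inhibition of thrombin substrate cleavage / Timing: reaction at room temperature / Measured by: fluorescence, ex 355 nm, em 460 nm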
# KLK5 inh – inhibitors of human kallikrein 5; Q9Y337; recombinant hK5, fluorogenic AMC substrate cleavage; inhibition, % at 5 µM; hit rate 0.59% among 210,000;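 active means inhibition of 40% or more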;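 further: 0% = enzyme controls without compound and 100% = no-enzyme blanks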
# Target sequence (Q9Y337 67-293 limits assumed): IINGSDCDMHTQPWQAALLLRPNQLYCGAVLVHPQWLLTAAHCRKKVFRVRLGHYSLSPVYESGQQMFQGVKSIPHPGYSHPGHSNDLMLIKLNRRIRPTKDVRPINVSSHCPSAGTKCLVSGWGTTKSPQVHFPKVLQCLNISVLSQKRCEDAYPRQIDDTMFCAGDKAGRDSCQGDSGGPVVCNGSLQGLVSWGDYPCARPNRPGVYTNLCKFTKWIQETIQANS
# TNF necrop inh – TNF-alpha cell death inhibition in Jurkat FADD-/- cells; Jurkat FADD-/- TNF necroptosis rescue, ATP luminescence, 24 h; 0 = TNF only, 100 = no-TNF cells; activation (protection from cell death), % at 10 µM; hit rate 0.068% among 220,000;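 active means activation, meaning protection from cell death, of at least 50% relative to plate controls; inactive means activation below 50%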;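 further: necroptosis triggered by 40 ng/mL TNF-alpha added together with compound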
# Cl transport mod – KCC2 (human) Cl- transport modulation | Q9H2X9 | KCC2 cells, thallium flux FluoZin-2 fluorescence | B-score of Tl+ flux slope (higher = more flux/activation; lower = inhibition) at 10 µM | hit rate 2.2% among 190,000;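 active means thallium flux slope and its plate-corrected score both differing from the plate sample mean at a set confidence after two filtering rounds, in either direction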;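 further: slope of fluorescence scaled to starting intensity during 10 to 20 s after thallium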
# Numbers without * were called inactive; · = not tested or not shown.
item	SMILES	Hck-Nef inh	FXIIa inh 1536	Rad51 HR inh	FXIa inh 1536	L929 necroptosis	Thrombin inh	KLK5 inh	TNF necrop inh	Cl transport mod
1	CC1=C/C(=N\OS(=O)(=O)c2ccccc2)C(C)=CC1=O	5	15	-1	0	0.4	3	-2	-25	-0.43
2	N#CCSc1nnc(COc2ccc3ccccc3c2)o1	3	8	9	4	0.2	-2	-11	5.3	-2.6
3	COc1ccc(C2NC(=S)NC(O)(C(F)(F)F)C2C(=O)c2cccs2)cc1 (stereo not drawn)	6	3	5	-3	-0.5	-4	-11	1.1	1.1
4	Cc1ccc(-c2nc(SCC(=O)Nc3cc(S(=O)(=O)N4CCCCC4)ccc3Cl)n[nH]2)cc1	3	15	-4	4	2.5	5	-20	2.2	-0.61
5	Nc1nnc(SCC(=O)NC23CC4CC(CC(C4)C2)C3)s1	2	-10	0	2	0.6	16	4	-1.0	0.0067
6	Cc1ccc(NCCC(=O)c2ccc(Br)cc2)cc1	1	9	·	20	-0.2	3	8	-5.1	0.63
7	O=C(NNC(=O)C12CC3CC(CC(C3)C1)C2)c1ccccn1	14	3	16	-1	16	-5	-17	-15	22*
8	CC(C)C(=O)Nc1cccc(NC(=S)NC(=O)c2ccc([N+](=O)[O-])cc2)c1	1	9	-6	-2	-0.1	1	0	-4.5	0.61
9	COc1cc(/C=C/C(=O)C2C(=O)C=C(C)OC2=O)cc(OC)c1O (stereo not drawn)	-1	3	-9	-4	3.6	-6	-8	10	0.04
10	O=C(N/N=C\c1cccnc1)C1c2ccccc2Oc2ccccc21	14	8	2	-2	1.1	-5	-4	0.2	0.72
11	CCCCOC(=O)Nc1ccc(C(N)=O)cc1	1	13	-4	-1	0.2	-2	2	-0.6	·
12	COc1ccc(NC(=O)c2cncc(Br)c2)cc1S(N)(=O)=O	21	5	20	-1	3.0	-11	13	0.1	0.11
13	CCOC(=O)C1=C(CN2CCN(c3ccc(F)cc3)CC2)NC(=O)NC1c1cccs1 (stereo not drawn)	3	6	0	-2	0.2	-6	-4	-5.5	-2.1
14	COc1ccc(CCNc2nc(N3CCCCC3)nc(N3CCCCC3)n2)cc1OC	-7	15	·	3	1.9	-6	-1	1.4	0.27
15	Cc1cc(Cl)ccc1OCC(=O)N1CCN(c2ncccn2)CC1	21	11	3	7	-0.9	·	-2	-1.2	-0.62
16	CCOC(=O)C(NC(=O)Nc1ccc(O)cc1)(c1ccccc1)C(F)(F)F (stereo not drawn)	-1	6	3	3	0.4	-5	-8	1.8	0.014
17	Cc1ccc2[nH]c(=O)c(CN(CCc3ccccc3)C(=O)N3CCOCC3)cc2c1	1	4	-5	1	0.1	-1	-17	-5.4	-1.3
18	Cn1c(C(=O)O)c(CC(=O)NCC2COc3ccccc3O2)c2ccccc21 (stereo not drawn)	0	12	-5	1	0.1	3	20	1.5	-1.9
19	CCOC(=O)CCCc1sc(N)nc1-c1[nH]c(=O)[nH]c1C	-1	10	-5	2	0.8	-5	17	1.5	0.55
20	COc1ccc(OCC(=O)Nc2ccc(S(=O)(=O)Nc3cc(C)nc(C)n3)cc2)cc1	1	-8	8	-6	0.2	-9	-23	-0.3	·
21	O=C(N/N=C/c1ccc[nH]1)c1ccncc1	15	2	2	-3	2.5	-9	-4	0.0	-0.47
22	O=C(CN1CCN(c2ncccn2)CC1)N1CCCc2c1c(=O)oc1ccc(O)cc21	6	19	8	14	-0.4	15	27	-0.8	0.27
23	COc1cc(OC)c2c(=O)c(OC)c(-c3ccc(OC)c(OC)c3)oc2c1	14	2	2	1	2.6	-8	-3	-1.4	-0.076
24	COC(=O)c1cc2occc2n1Cc1c(F)cccc1Cl	0	14	11	0	-0.3	2	-10	-1.1	-0.83
25	Cc1ccc(S(=O)(=O)NCc2csc(-c3cccs3)n2)cc1	20	4	15	4	0.7	1	2	0.1	-2.1*
26	Cc1ncc(CN2CCC(CO)(Cc3ccccc3)CC2)s1	11	9	-29	7	-2.6	27	10	1.7	·
27	Cc1cc(=O)n2cccc(O)c2n1	23	4	-1	-1	23	-4	-5	0.2	0.075
28	O=C(N/N=C/c1ccncc1)c1cccc(NC(=O)c2ccccc2Cl)c1	2	9	0	9	0.2	2	-16	-0.4	0.11
29	CCOC(=O)CNC(=O)c1ccc2c(c1)OCCO2	2	17	6	7	0.1	-9	-8	-0.1	0.069
30	Cc1c(C#N)c2ccccc2n1CC(=O)NCc1cccnc1	-1	14	·	-6	-0.4	-9	-6	0.2	-0.47
31	CCOc1cc(CNCCCN2CCOCC2)cc(Br)c1OCc1ccccc1Cl	27	12	-15	1	8.4	13	0	-4.0	0.25
32	CC(C(=O)O)C1SC(=O)NC1=O (stereo not drawn)	4	6	2	-4	-0.2	-5	-7	-0.1	-0.022
33	Cc1cccc[n+]1C1C(c2ccccc2)C(C#N)=C(C(=C=[N-])C#N)NC1(O)C1CC1 (stereo not drawn)	0	6	·	-3	-0.1	1	-14	-7.1	·
34	CCOC(=O)N1CCN(C(=O)c2c(-c3ccccc3)noc2C)CC1	-4	10	-2	0	0.7	-4	3	0.3	·
35	CC(=O)N1CCOCCOCCN(C(C)=O)CCOCC1	20	3	-47	-3	2.3	-7	1	0.4	0.72
36	CCOc1ccc(C(=S)N2CCOCC2)cc1OC	-1	2	0	-4	-0.4	-4	-14	-0.1	1.3
37	COc1c(Cl)cnn(-c2ccc(Cl)c(Cl)c2)c1=O	21	-2	3	-7	2.0	-7	-3	-9.7	-1.3
38	CCSc1nnc(NC(=O)c2ccccc2)s1	1	10	·	4	·	-2	-12	0.9	0.0062
39	Nc1ccc(S(=O)(=O)N2CCCC2C(=O)O)cc1 (stereo not drawn)	8	5	10	-1	1.2	-1	-2	3.6	·
40	Cc1cc(C)cc(N2CC34C=CC(O3)C(C(=O)OCC(=O)NCc3ccco3)C4C2=O)c1 (stereo not drawn)	0	9	-7	-6	-0.1	-7	-8	-6.7	0.85
41	O=C(CN1C(=O)NC2(CCCCC2)C1=O)N1CCc2ccccc2C1	-23	4	4	-3	1.3	-9	-2	-0.3	-0.15
42	C=CCNC(=O)NC(=O)COC(=O)CC(NC(N)=O)c1ccc(Cl)cc1 (stereo not drawn)	3	3	16	-3	-0.3	-6	-11	0.6	0.087
43	C/C(CC1(O)C(=O)N(C)c2ccccc21)=N\O (stereo not drawn)	0	0	-1	8	-0.2	-3	-3	-0.1	1.4
44	c1ccc2oc(SCc3cn4ccsc4n3)nc2c1	-2	1	4	0	-0.3	-3	4	-3.6	-0.96
45	Cc1cc(SCC#N)nc2ccccc12	-3	·	-1	2	3.0	-5	-1	0.2	1.4
46	CC(C)Cn1cc(C(=O)N2CCN(c3ccccn3)CC2)c2c3ccccc3n(C)c2c1=O	2	3	-3	-9	0.6	-7	-6	-5.7	·
47	N#Cc1c(N)c(C(=O)c2ccc(Cl)cc2)n2c1CCC2	3	14	1	4	0.2	11	6	-3.6	-0.51
48	CCOC(=O)c1nc(S(C)(=O)=O)ncc1Cl	0	16	4	6	-1.2	2	-6	8.9	·
49	CCCOc1ccc(S(=O)(=O)NCc2ccc(OC)cc2)cc1	1	13	13	-2	0.1	-8	-13	-0.2	-0.81
50	CCCC(=O)Nc1nc2ccc(OCC)cc2s1	23	9	1	1	66	-4	-6	1.3	-0.18
51	C/C(=C/C(=O)O)C(=O)Nc1cccc(C(F)(F)F)c1	-27	-6	-5	-7	-0.3	-5	-7	0.8	-0.32
52	O=C(COC(=O)c1cccnc1Cl)c1ccc(Cl)cc1Cl	1	5	2	-2	0.1	2	-11	-3.6	0.58
53	CCOc1cc2c3c(c1)C(C)CC(C)(C)N3C(=O)C2=O (stereo not drawn)	0	15	-3	1	0.3	2	10	-4.5	·
54	CCOc1ccc(S(=O)(=O)Nc2cc(Sc3ncn[nH]3)c3oc(=O)sc3c2)cc1	1	12	0	13	2.2	3	-88	0.4	·
55	O=C(NC1CCCC1)c1ccc(S(=O)(=O)N2CCCC2)cc1	1	7	-3	6	0.8	-4	19	-0.3	0.52
56	O=C(OC(C(=O)NCc1cccs1)c1ccccc1F)c1ccco1 (stereo not drawn)	-1	16	-2	9	-0.3	-2	-11	4.6	0.51
57	COc1ccc(-c2noc(CN3CCCCC3)n2)cc1OC	1	9	-6	3	0.3	-3	-4	1.4	·
58	Cc1cccc(Nc2ncnc3nc[nH]c23)c1	33	20	1	9	0.3	-4	-4	-9.4	1.2
59	O=C(CSc1ccc(-c2cccs2)nn1)N1CCCCC1	2	13	-4	6	1.4	-8	-11	1.2	-1.1
60	Cc1cccc(NC(=O)c2ccc(COc3ccc(Cl)cc3Cl)o2)n1	1	4	-6	-18	0.7	-4	-35	1.2	·
61	CC(C)(C)NC(=O)N1CCn2cccc2C1c1ccccc1F (stereo not drawn)	23	-1	4	3	1.3	-1	-2	0.6	0.2
62	CCOC(=O)C1=NN(c2ccccc2)C2=NC(C)=C(C(=O)OC)C(c3cccs3)N12 (stereo not drawn)	4	·	2	·	-0.3	·	·	-3.3	0.18
63	CCC(CC)C(=O)Nc1cc(C(=O)OC)cc(C(=O)OC)c1	2	1	-10	1	1.2	4	-19	-0.8	·

# An excerpt, so the mix of outcomes need not match the whole.
